Assay outcomes as filed in PubChem BioAssay.
SUMO1 PPI mod – alters human SUMO1 binding to SIM partners | P63165 | SUMO1 binding to a labelled peptide, TR-FRET, 1 h | inhibition, % at 20 µM | 360,000 tested, 0.33% active; in the data active means inhibition above about 37%
Target sequence (P63165 whole entry, looked up): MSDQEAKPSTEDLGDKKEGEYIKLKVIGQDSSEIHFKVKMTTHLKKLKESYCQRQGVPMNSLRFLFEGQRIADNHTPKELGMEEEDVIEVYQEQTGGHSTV
Rpn11 inh – blocks the human proteasome subunit Rpn11; AID 588493; 360,000 tested, 0.59% active; calls only at 20 µM; human 26S proteasome, Ub4-pepOG fluorescence polarization; 20S core pre-blocked with epoxomicin; O00487;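 active means inhibition at 20 µM, scaled to each plate's controls, above about 33%, limit read from the data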
NadD inh – blocks S. aureus nicotinate mononucleotide adenylyltransferase | 360,000 tested, 0.78% active | AID 602399 | inhibition, % at 20 µM | purified NadD enzyme, colorimetric absorbance read-out; in the data active means inhibition above about 26%; further: some compounds past the cut are filed as inactive
DNMT1 block – DNMT1 (human) enzyme inhibition; P26358; DNMT1 molecular beacon, Hinp1I cleavage, fluorescence; inhibition (reported as % activation of signal), % at 10 µM; 360,000 tested, 0.83% active; AID 588458; in the data active means inhibition above about 50%
Tb MetRS inh – blocks T. brucei methionyl-tRNA synthetase activity; purified T. brucei MetRS, ATP depletion, Kinase-Glo luminescence; inhibition, % at 11.9 µM; 360,000 tested, 0.4% active;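 active means inhibition above a per-plate cutoff of the control wells' mean inhibition plus 3 SD, cut at about 5.5% in these data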;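 further: 0% = DMSO wells median and 100% = median of wells with control inhibitor compound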
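technique = Kinase-Glo luminescence, ATP depletion format | system = purified MetRS (methionyl-tRNA synthetase) enzyme from Trypanosoma brucei | timing = 15 min preincubation, 2 h reaction, all 25 °C | evaluation = percent inhibition versus plate control medians | dosing = single dose, 11.9 µM final nominal, 0.9% final DMSO | also added = substrates ATP, L-methionine and bulk Escherichia coli tRNA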
STEP block – inhibitors of human striatal-enriched phosphatase STEP | P54829 | recombinant STEP, OMFP fluorogenic substrate, fluorescence | inhibition, % at 20 µM | 360,000 tested, 0.25% active | AID 588621;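 active means inhibition at 20 µM, scaled per plate between control wells, above about 37%, limit read from the data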;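 further: 0% = DMSO with enzyme and substrate and 100% = substrate only without enzyme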
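Also added – OMFP at 25 µM · Test system – STEP tyrosine phosphatase · Technique – FITC-channel fluorescence of OMFP product · Schedule – 20 min at room temperature, dark · Evaluation – control-normalized % inhibition with plate pattern correction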
LMPTP block – LMPTP (human) inhibition; recombinant LMPTP-A, OMFP fluorogenic substrate, fluorescence intensity; inhibition, % at 20 µM; 360,000 tested, 0.22% active;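 active means compounds that cut the enzyme signal by at least half of the control window in the single-dose screen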;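 further: plate controls were DMSO wells with enzyme plus substrate for no effect and substrate without enzyme for full effect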
Target sequence (P24666 whole entry, looked up): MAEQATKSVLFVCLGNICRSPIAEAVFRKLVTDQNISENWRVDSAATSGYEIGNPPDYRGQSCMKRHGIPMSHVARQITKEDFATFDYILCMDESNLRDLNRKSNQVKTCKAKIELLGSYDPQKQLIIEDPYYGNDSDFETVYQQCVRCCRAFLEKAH
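Test system – LMPTP-A enzyme · Amount – LMPTP-A at 0.625 nM final in the reaction · Buffer or medium – Bis-Tris pH 6.0, DTT, detergent · Reagent – OMFP 400 µM · Doses – single 20 µM dose · Schedule – reaction 50 min, room temperature, dark · Detection – fluorescence intensity of OMFP turnover product · Evaluation – percent inhibition versus substrate-only and uninhibited controls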
CSN inh – CSN deneddylation inhibition; Q92905; Purified CSN, SCF-Nedd8-OG deneddylation, fluorescence polarization; inhibition, % at 12.5 µM; 360,000 tested, 0.38% active;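 active means pattern-corrected inhibition above about 35%, with an unprinted fluorescence ratio check between 0.5 and 1.5, limit read from the data, passing the limit was not always enough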;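 further: 0% = enzyme with substrate and 100% = substrate without enzyme; some results filed as inactive read as strong as hits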
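Assay system: purified human Csn5 enzyme expressed in HEK293T cells; Input: 0.24 nM Csn5 enzyme, final concentration; Reagent: 10 nM SCFSkp2-Nedd8OG; Compound dosing: 12.5 µM single point; Times: reaction 90 min, room temperature; Technique: fluorescence polarization readout.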
Scp-1 inhibitor – inhibitors of human Scp-1 phosphatase; Q9GZU7; Recombinant Scp1, phosphopeptide, malachite green phosphate absorbance; inhibition, % at 20 µM; 340,000 tested, 0.88% active;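 active means inhibition above about 50% at 20 µM, limit read from the data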;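 further: plate controls were DMSO wells with enzyme for no effect and wells lacking enzyme for full effect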
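Material: truncated SCP-1 phosphatase (76-261aa) / Buffer or medium: 50 mM Tris acetate pH 5.5, 0.005% Tween-20, 10 mM MgCl2 / Compound dosing: one concentration, 20 µM, with 1.0% DMSO / Incubation: 45 min room-temperature reaction, 5 min colour, 30 min stabiliser / Detection: colorimetric free-phosphate detection, absorbance 630 nm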
MLLE-PAM2 inh – blocks PAM2 peptide binding to the PABP1 MLLE domain | P11940 | GST-MLLE / FITC-PAM2 fluorescence polarization | inhibition, % at 20 µM | 360,000 tested, 0.36% active; in the data active means inhibition above about 35%, passing the limit was not always enough;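 further: plate controls were DMSO wells with GST-MLLE for no effect and wells lacking GST-MLLE protein for full effect; some results filed as inactive read as strong as hits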
Target sequence (P11940 whole entry, looked up, the tested form may be a part): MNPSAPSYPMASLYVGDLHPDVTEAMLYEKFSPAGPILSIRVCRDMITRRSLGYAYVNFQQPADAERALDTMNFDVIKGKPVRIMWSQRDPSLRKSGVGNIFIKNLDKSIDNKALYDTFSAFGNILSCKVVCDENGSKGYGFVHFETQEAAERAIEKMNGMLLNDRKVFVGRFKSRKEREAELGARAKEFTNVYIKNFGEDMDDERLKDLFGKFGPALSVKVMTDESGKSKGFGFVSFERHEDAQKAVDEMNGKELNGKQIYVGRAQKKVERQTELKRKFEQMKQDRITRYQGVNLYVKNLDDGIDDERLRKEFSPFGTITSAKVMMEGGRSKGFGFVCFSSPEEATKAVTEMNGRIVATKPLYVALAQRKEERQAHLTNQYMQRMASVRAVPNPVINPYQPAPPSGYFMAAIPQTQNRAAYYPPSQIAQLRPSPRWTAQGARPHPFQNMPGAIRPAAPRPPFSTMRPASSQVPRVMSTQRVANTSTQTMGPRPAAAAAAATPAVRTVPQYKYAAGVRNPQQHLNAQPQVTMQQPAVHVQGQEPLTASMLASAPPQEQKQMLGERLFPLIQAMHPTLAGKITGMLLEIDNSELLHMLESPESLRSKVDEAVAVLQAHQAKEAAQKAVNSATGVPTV
An asterisk follows results filed as active; i = inactive; . = not tested or not shown.

cpd	SMILES	DNMT1 block	Scp-1 inhibitor	CSN inh	STEP block	NadD inh	Tb MetRS inh	SUMO1 PPI mod	Rpn11 inh	LMPTP block	MLLE-PAM2 inh
1	O=S1(=O)[C@H]2C[C@@H]3CC[C@]2(CN1Cc1cccc(F)c1)O3	2	-3	0	0	-3	-0.4	-1	i	-1.3	10
2	Cc1nn(C)c(C)c1CN(C)C(=O)c1cc2n(n1)C(C(F)(F)F)CC(c1cccs1)N2 (stereo not drawn)	-2	3	0	-3	8	0.1	-3	i	-0.7	-2
3	Cc1ccc(NC(=O)COC(=O)c2ccccc2-c2nc3ccccc3s2)c(C)c1	1	-11	4	1	-9	-0.7	-4	i	2.7	-3
4	NNc1nc2c(F)cc(F)cc2s1	-1	-17	-6	-1	-1	0.4	3	i	-2.3	17
5	Fc1ccc2[nH]c3c(NCc4ccccc4)ncnc3c2c1	-2	-2	1	0	-1	84*	10	i	0.6	10
6	O=C(Cn1cnc2c(nnn2Cc2ccc(F)cc2)c1=O)Nc1ccccc1	2	-9	3	1	4	0.0	3	i	-1.1	-4
7	CC(C)n1nnnc1SCC(=O)Nc1ccccc1F	-1	-2	3	0	-5	-0.4	4	i	-0.5	3
8	O=C(Nc1cc2c(cc1[N+](=O)[O-])OCCO2)c1cccnc1	4	8	-1	-2	1	-0.4	-33	i	-1.0	-1
9	CCOC(=O)c1ccccc1NC(=O)COC(=O)C(Cc1c[nH]c2ccccc12)NC(C)=O (stereo not drawn)	0	7	-5	-1	-2	0.1	5	i	0.0	-9
10	O=C(NC(=S)Nc1ccc2oc(=O)ccc2c1)c1cccc(F)c1	2	-2	2	2	-9	0.5	7	i	7.9	32
11	CCCCCC(=O)Nc1cccc(C2=NOC3(C2)C[C@H](C(N)=O)N(C(=O)[C@H]2CCC(=O)N2)C3)c1 (stereo partly drawn)	0	2	1	-1	-10	-0.2	3	i	-0.4	14
12	CC(C)(O)C#Cc1ccc([C@@H]2C[C@H]3CN(c4ccccc4)C(=O)[C@]34CCCN24)s1	-21	-10	1	0	2	-0.1	-4	i	-0.2	-14
13	O=C(O)C[C@H]1c2ccc(C(F)(F)F)cc2S(=O)(=O)N1C1CCCCC1	11	8	0	2	-7	-0.4	3	i	-0.7	3
14	Cc1cn2c(=O)c(C(=O)N3CCN(c4ccccc4)CC3)cnc2s1	1	3	-2	0	0	-0.4	-4	i	0.4	-2
15	COc1ccc2cc(CCNC(=O)c3cc4ccccc4o3)c(=O)[nH]c2c1	-1	-8	4	10	-1	0.3	3	i	0.4	-4
16	CN(C(=O)c1ccc(NC(=O)Cc2ccccc2)cc1)c1ccccc1	4	-5	0	0	-6	-0.2	-1	i	0.0	11
17	COc1ccc(S(N)(=O)=O)cc1C(=O)NCCCN1CCN(c2ccc(C)cc2)CC1	0	-13	0	-1	1	0.2	-1	i	1.1	-3
18	Cc1ccc(C(=O)N2CCN(S(=O)(=O)c3ccc(C)c([N+](=O)[O-])c3)C2)cc1	4	-13	-16	-2	-3	-0.9	-15	i	0.5	-8
19	CCc1nc2c(nnn2Cc2ccc(F)cc2)c(=O)[nH]1	2	-9	1	1	2	-0.5	0	i	-1.5	-19
20	O=C(Nc1ccc(F)cc1)c1ccc2c(=O)n(CC3CCCO3)c(=S)[nH]c2c1 (stereo not drawn)	0	-1	2	0	3	0.0	-3	i	0.1	-73
21	CN(C)c1ccc(Nc2cc(Cl)ncn2)cc1	-3	0	-1	0	-5	0.0	2	i	0.0	10
22	NCCCC[C@@H](C(=O)NCCCCCCCCCCC(=O)N1CCNCC1)n1cc(CCCC(=O)O)nn1	6	-2	3	-1	-9	0.6	-7	i	1.0	1
23	Cn1c(=O)c2c(nc(NCCCO)n2CCc2ccccc2)n(C)c1=O	-2	-8	-6	-4	3	-0.2	-3	i	-0.1	3
24	Cc1cc(NS(=O)(=O)c2ccc(NC(=O)COc3ccccc3Cl)cc2)no1	5	-13	-2	2	-7	0.6	-21	i	-0.5	2
25	O=C(Nc1ccccc1F)c1ccc2ncsc2c1	-1	5	1	-2	-7	0.4	1	i	-0.4	-16

(continued)
cpd	SMILES	DNMT1 block	Scp-1 inhibitor	CSN inh	STEP block	NadD inh	Tb MetRS inh	SUMO1 PPI mod	Rpn11 inh	LMPTP block	MLLE-PAM2 inh
26	Cn1c(SCC(=O)N2CCCC2=O)nc2ccccc21	-2	-3	0	-3	-6	-0.1	-1	i	0.1	-63
27	CCNc1ccc(C(=O)OCC(=O)NC(C)c2ccccc2)cc1[N+](=O)[O-] (stereo not drawn)	-1	4	-9	1	-10	-1.3	-15	i	1.0	-43
28	COc1c2c(c(C)c3c1C(=O)OC3)O[C@@]1(C)CC[C@@]3(O)C(C)(C)OC(=O)CC[C@]3(C)[C@H]1C2	14	10	-2	-1	-4	-2.0	1	i	0.9	0
29	CSc1nnc(-c2ccco2)c(-c2ccco2)n1	95*	47	50	3	4	-0.2	22	i	5.5	26
30	CCOC(=O)/C=c1\s/c(=C\c2ccc(C#N)cc2)c(=O)n1CC(=O)NCc1ccco1	50*	-5	1	1	24	-0.4	-7	i	1.6	-4
31	Cc1ccccc1N(Cc1nnc2n1CCCCC2)C(=O)Nc1ccccc1	2	-5	5	0	1	-0.4	-2	i	-0.7	1
32	O=C(c1cnc(Cc2c[nH]c3ccccc23)c(I)c1)N1CCCCC1	-8	.	2	2	-2	0.6	1	i	0.2	-17
33	O=C(Nc1nnc(-c2ccco2)o1)c1ccc(S(=O)(=O)N2CCCCC2)cc1	-6	.	-3	3	19	-0.2	6	i	2.0	-6
34	Cc1ccc(-c2cc3nc4c(c(=O)n3[nH]2)CCCC4)cc1	9	11	-5	0	0	-1.4	2	i	-0.5	4
35	COc1ccc2[nH]c3c(=O)n(N)c(C)nc3c2c1	1	4	0	1	1	0.0	1	i	1.2	10
36	CCOC(=O)c1sc(NC(=O)C(C)(C)C)cc1C	-2	-12	4	-3	-3	-0.1	5	i	0.7	2
37	CSc1nnc(-c2ccc(S(=O)(=O)N3CCOCC3)cc2)n1CC1CCCO1 (stereo not drawn)	3	10	-3	-3	8	-1.3	-4	i	0.8	-2
38	CN(C)C(/C=C/Nc1cccc(Br)c1)=C(C#N)C#N	-3	-8	-8	-1	4	0.0	3	i	0.0	0
39	COc1cc(-c2nnc(SCC(=O)N3CCCC3)o2)cc(OC)c1OC	-2	2	-1	-3	0	-1.3	-3	i	-2.4	-32
40	CC(C)(C)C(=O)NCCCc1ccccc1	-1	-5	3	0	-3	-0.6	0	i	-1.6	0
41	O=C(NNC(=O)c1sc2cccc(Cl)c2c1Cl)NC1CCCCC1	-7	-5	6	-4	6	0.9	-5	i	-3.4	-57
42	Cc1ccc(NC(=O)c2ccc3c(c2)OCCO3)cc1S(=O)(=O)Nc1cccc(Cl)c1	-20	-14	-2	-1	9	-0.1	17	i	4.1	1
43	CC(C)c1ccc(OCC(=O)Nc2cccc(C(=O)Nc3ccccc3C(=O)O)c2)cc1	-2	-17	9	-2	11	-0.4	16	i	2.5	16
44	CCOC(=O)c1c(C)n(C)c2ccc(OCC(O)CNC(CC)CO)cc12 (stereo not drawn)	1	-5	-1	-4	-8	-1.2	3	i	1.2	7
45	CC1(Cc2ccccc2C#N)C(=O)Nc2cc(-c3ccccc3Cl)ccc21 (stereo not drawn)	-8	.	1	-1	-5	0.2	0	i	4.8	-7
46	Cn1c(=O)c2c(nc(NC(Cc3ccccc3)C(=O)O)n2Cc2ccccc2)n(C)c1=O (stereo not drawn)	-7	-9	1	0	5	-0.3	5	i	0.3	6
47	Cc1ccc(SCC(=O)NC(=O)c2ccccc2Br)c(C)c1	9	-13	2	2	-3	-0.3	7	i	2.0	3
48	COc1ccccc1N1CCN(S(=O)(=O)c2ccc3c(c2)oc(=O)n3C)CC1	1	4	-3	3	3	-0.1	3	i	-1.3	6
49	COc1ccc(OC)c(N(CC(=O)N2CCC(C)CC2)S(=O)(=O)c2ccc(OC)c(OC)c2)c1	0	3	-5	-1	2	-0.2	-1	i	-0.6	6
50	Cc1cccc2nc(-c3ccccc3)nc(N[C@@H](CO)c3ccccc3)c12	-13	-11	2	2	2	-0.6	-3	i	54*	6

2 compounds picked at random from the list so far:
cpd	SMILES	DNMT1 block	Scp-1 inhibitor	CSN inh	STEP block	NadD inh	Tb MetRS inh	SUMO1 PPI mod	Rpn11 inh	LMPTP block	MLLE-PAM2 inh
37	CSc1nnc(-c2ccc(S(=O)(=O)N3CCOCC3)cc2)n1CC1CCCO1 (stereo not drawn)	3	10	-3	-3	8	-1.3	-4	i	0.8	-2
34	Cc1ccc(-c2cc3nc4c(c(=O)n3[nH]2)CCCC4)cc1	9	11	-5	0	0	-1.4	2	i	-0.5	4

In the list so far, 2 contain a CF3 group.
cpd	SMILES	DNMT1 block	Scp-1 inhibitor	CSN inh	STEP block	NadD inh	Tb MetRS inh	SUMO1 PPI mod	Rpn11 inh	LMPTP block	MLLE-PAM2 inh
2	Cc1nn(C)c(C)c1CN(C)C(=O)c1cc2n(n1)C(C(F)(F)F)CC(c1cccs1)N2 (stereo not drawn)	-2	3	0	-3	8	0.1	-3	i	-0.7	-2
13	O=C(O)C[C@H]1c2ccc(C(F)(F)F)cc2S(=O)(=O)N1C1CCCCC1	11	8	0	2	-7	-0.4	3	i	-0.7	3
